Screens from PubChem BioAssay.
DT40 TDP1 CPT – DT40-hTDP1 cell growth loss with CPT; Potency, µM (top dose mostly 46.2 µM), inactives show top-dose activity change, negative = growth inhibition, actives largely listed as inhibitors; 420,000 tested, 12% active; AID 686979; chicken DT40 Tdp1-/-;hTDP1 cells + 20 nM CPT, ATP luminescence, 48 h; note: nearly all actives have a fitted effect of over 55% in size
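Cell growth measured by CellTiter-Glo luminescence after a minimum 48 h, 37 C compound exposure with 20 nM CPT in Tdp1-knockout DT40 cells stably expressing hTDP1, seeded 400/well; qHTS titration format.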
FEN1 inh – blocks human flap endonuclease 1; Potency, µM (top dose mostly 114 µM), for inactives: at the highest dose activity change, negative = inhibition, usual class: inhibitors; 390,000 tested, 0.35% active; Recombinant FEN1 flap cleavage, fluorescence, 15 min; P39748; note: nearly all actives have a fitted effect of over 65% in size
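Potency values derive from four-parameter Hill fits of normalized qHTS data. The reaction used 10 nM FEN1 preincubated 15 min at room temperature with compound, then 50 nM DNA substrate, read at 0 and 15 min.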
KAT2A inh – GCN5L2 (KAT2A) acetyltransferase inhibition; GCN5L2 HAT assay, ThioGlo1 CoA-SH fluorescence; Potency, µM (titrated, usually from 58.9 µM), for inactives: top-dose activity change, negative = inhibition, actives largely listed as inhibitors; 390,000 tested, 0.21% active; Q92830; AID 504327
Target sequence (Q92830 whole entry, looked up): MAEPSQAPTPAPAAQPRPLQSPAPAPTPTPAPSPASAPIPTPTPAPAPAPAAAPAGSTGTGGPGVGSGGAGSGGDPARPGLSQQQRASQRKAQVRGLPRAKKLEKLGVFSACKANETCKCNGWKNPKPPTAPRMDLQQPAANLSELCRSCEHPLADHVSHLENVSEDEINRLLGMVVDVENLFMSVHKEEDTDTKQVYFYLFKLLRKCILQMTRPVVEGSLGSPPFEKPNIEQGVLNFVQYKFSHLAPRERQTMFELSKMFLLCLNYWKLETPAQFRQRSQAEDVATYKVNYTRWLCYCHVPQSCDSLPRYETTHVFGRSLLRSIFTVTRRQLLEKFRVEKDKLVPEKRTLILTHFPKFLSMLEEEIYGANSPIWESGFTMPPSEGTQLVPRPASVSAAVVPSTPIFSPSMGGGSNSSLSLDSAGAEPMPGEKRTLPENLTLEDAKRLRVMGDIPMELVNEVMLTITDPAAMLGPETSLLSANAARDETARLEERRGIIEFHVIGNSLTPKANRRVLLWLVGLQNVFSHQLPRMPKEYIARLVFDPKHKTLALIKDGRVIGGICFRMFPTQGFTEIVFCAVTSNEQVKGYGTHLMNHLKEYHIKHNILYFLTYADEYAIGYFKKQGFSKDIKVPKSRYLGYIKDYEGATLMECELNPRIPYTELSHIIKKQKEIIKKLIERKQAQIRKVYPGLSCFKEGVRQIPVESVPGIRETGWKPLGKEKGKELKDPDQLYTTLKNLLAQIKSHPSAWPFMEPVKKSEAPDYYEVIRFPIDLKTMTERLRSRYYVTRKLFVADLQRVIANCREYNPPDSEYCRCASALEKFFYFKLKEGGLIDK
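Enzyme at 20nM final was mixed with library compounds for 15 min at room temperature. Peptide H3(1-25) at 75uM, acetyl-CoA at 70uM and ThioGlo1 at 50uM were then added. Plates were read immediately and after 20 min (Ex340nm/Em540nm).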
* hit, by the source's call; ? = inconclusive. Calls come from the whole dose curve; as a rule, active = well fitted curve in the direction sought with a large enough effect; inconclusive = small, poorly fitted or top-dose-only effect, or another doubt; inactive = no such curve, though single readings can be large; an effect the other way counts as inactive or inconclusive. % is set by controls: 0 for no effect and ±100 for the full control effect; potency is the fitted concentration of half-maximal effect. Only part of the results is shown; the hit share may differ from the screen's.

SMILES | DT40 TDP1 CPT | FEN1 inh | KAT2A inh
CCOC(=O)c1cc(-c2ccc(C)cc2)n(CCC(=O)Nc2ccc(OC)c(OC)c2)c1C | ? | -25% | -8%
COc1ccc(N(CC(=O)NCCC2=CCCCC2)S(=O)(=O)c2ccccc2)c(OC)c1 | 12% | -1% | -5%
Cc1ccccc1OCC(=O)Nc1ccc2c(c1)OCO2 | -19% | -9% | 1%
CCOc1ccc(NC(=O)CSc2nnc(CCNC(=O)c3ccc(OC)cc3)n2CC)cc1 | -2% | -1% | -2%
O=C(Nc1ccc(F)cc1)c1cc(S(=O)(=O)N2CCOCC2)cs1 | 0% | -12% | 1%

Grouped by structure: those above containing an aryl methoxy group (3)
SMILES | DT40 TDP1 CPT | FEN1 inh | KAT2A inh
CCOC(=O)c1cc(-c2ccc(C)cc2)n(CCC(=O)Nc2ccc(OC)c(OC)c2)c1C | ? | -25% | -8%
COc1ccc(N(CC(=O)NCCC2=CCCCC2)S(=O)(=O)c2ccccc2)c(OC)c1 | 12% | -1% | -5%
CCOc1ccc(NC(=O)CSc2nnc(CCNC(=O)c3ccc(OC)cc3)n2CC)cc1 | -2% | -1% | -2%

Pulled by compound from the list above:
SMILES | DT40 TDP1 CPT | FEN1 inh | KAT2A inh
CCOC(=O)c1cc(-c2ccc(C)cc2)n(CCC(=O)Nc2ccc(OC)c(OC)c2)c1C | ? | -25% | -8%
O=C(Nc1ccc(F)cc1)c1cc(S(=O)(=O)N2CCOCC2)cs1 | 0% | -12% | 1%
